M5 ag – agonists of human muscarinic M5 receptor (CHRM5); CHO-K1 hM5 cells, Fluo-8 calcium fluorescence; 0% DMSO wells, 100% maximal acetylcholine response; 0.19% of 360,000 active; activation, % at 3 µM; P08912;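 active = activation above the run's mean over test compounds plus 3 SD, cut at about 23% in these data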;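 also: signal is peak over basal fluorescence ratio across the kinetic read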
Target sequence (P08912 whole entry, looked up): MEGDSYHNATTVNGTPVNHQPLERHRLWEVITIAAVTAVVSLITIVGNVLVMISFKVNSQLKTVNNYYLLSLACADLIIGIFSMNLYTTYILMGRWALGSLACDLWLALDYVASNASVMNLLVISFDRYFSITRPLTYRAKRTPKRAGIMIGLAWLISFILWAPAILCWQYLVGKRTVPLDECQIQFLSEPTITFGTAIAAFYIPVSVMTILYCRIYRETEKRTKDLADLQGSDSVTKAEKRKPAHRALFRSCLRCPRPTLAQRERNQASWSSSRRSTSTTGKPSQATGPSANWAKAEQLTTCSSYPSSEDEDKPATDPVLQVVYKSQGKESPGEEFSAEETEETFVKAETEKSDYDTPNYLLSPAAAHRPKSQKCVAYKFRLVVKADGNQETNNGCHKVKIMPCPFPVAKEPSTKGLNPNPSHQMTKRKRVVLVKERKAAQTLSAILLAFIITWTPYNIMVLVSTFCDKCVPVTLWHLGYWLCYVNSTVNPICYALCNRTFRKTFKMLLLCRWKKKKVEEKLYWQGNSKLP
TAAR1 agonist – human TAAR1 agonism. Q96RJ0. CHO RD-HGA16 TAAR1, Fluo-8 calcium fluorescence; vehicle wells 0%, saturating PEA agonist 100%. activation, % at 3 µM. 0.99% of 360,000 active;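 active = activation above the mean activation of all test compounds in the run plus 3 SD, cut at about 38% in these data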
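Repeats: no replicates (n 1) | Material: CHO-derived RD-HGA16 cells with stable Gα16 and human TAAR1 | Technique: Kinetic Fluo-8 calcium fluorescence | Schedule: 17-24 h seeding, 75 min 37 °C dye, 30 min RT | Evaluation: % activation from peak over basal fluorescence ratio, DMSO-to-PEA scaled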
CHRM5 antagonist – antagonists of human muscarinic M5 receptor (CHRM5). P08912. inhibition, % at 3 µM. 0.59% of 360,000 active. CHO-hM5 cells, Fluo-8 calcium fluorescence, ACh EC80;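 active = inhibition above a per-plate cutoff, the mean of that plate's test compounds plus 3 SD, cut at about 27% in these data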;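 also: 0% = acetylcholine EC80 with DMSO and 100% = DMSO without agonist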
CHRM1 agonist – activates human CHRM1 receptor; P11229; CHO-K1 hM1, Fluo-8 calcium fluorescence, agonist mode; 0% DMSO, 100% acetylcholine EC100; activation, % at 3 µM; 0.33% of 360,000 active;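 active = activation above the run's mean compound activation plus 3 SD, cut at about 16% in these data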;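 also: peak over basal fluorescence ratio within a 140 s kinetic read after compound addition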
CHRM4 agonist – CHRM4 agonism in calcium assay; P08173; CHO-K1 hM4/Gqi5, Fluo-8 calcium fluorescence; vehicle 0%, full acetylcholine response 100%; activation, % at 3 µM; 0.14% of 360,000 active;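 active = activation above the run mean over all test wells plus 3 SD, cut at about 32% in these data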;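 also: peak over basal fluorescence ratio per well then scaled between controls; 0% = DMSO wells and 100% = acetylcholine at EC100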
Target sequence (P08173 whole entry, looked up): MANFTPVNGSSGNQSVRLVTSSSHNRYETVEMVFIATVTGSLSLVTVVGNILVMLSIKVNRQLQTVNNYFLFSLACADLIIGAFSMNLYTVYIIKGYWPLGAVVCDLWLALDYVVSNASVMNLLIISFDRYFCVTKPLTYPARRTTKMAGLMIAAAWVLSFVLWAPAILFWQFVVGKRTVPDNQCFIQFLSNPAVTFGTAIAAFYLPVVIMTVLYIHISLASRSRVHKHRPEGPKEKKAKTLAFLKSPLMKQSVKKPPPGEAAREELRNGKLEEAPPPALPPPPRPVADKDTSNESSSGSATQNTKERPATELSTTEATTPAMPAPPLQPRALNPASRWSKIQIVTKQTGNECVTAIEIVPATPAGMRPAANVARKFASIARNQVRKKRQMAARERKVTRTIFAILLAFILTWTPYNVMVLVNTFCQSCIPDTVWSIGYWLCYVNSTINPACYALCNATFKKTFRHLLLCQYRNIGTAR
CHRM1 antagonist – human CHRM1 antagonism | AID 588852 | inhibition, % at 3 µM | 1.3% of 360,000 active | CHO-K1 hM1, Fluo-8 calcium fluorescence, ACh EC80 antagonist | P11229;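 active = percent inhibition above its own plate's cutoff, namely the mean of that plate's compound wells plus 3 SD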;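 also: peak over basal fluorescence ratio during 140 s after agonist addition; 0% = ACh EC80 plus DMSO and 100% = DMSO alone without agonist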
CHRM1 PAM – human CHRM1 positive allosteric modulation; P11229; CHO-K1 hM1, Fluo-8 calcium fluorescence, ACh EC20; 0% = ACh EC20, 100% = maximal ACh; activation, % at 3 µM; 0.088% of 360,000 active; in the data active = activation above about 19%, passing the limit was not always enough
CHRM4 antagonist – antagonists of human muscarinic M4 receptor (CHRM4) | P08173 | CHO-hM4 cells, ACh EC80, Fluo-8 calcium fluorescence | inhibition, % at 3 µM | 0.73% of 360,000 active | AID 624125;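 active = inhibition above its plate's cutoff, the mean inhibition of sample wells plus 3 SD, cut at about 27% in these data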;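 also: 0% = acetylcholine EC80 with DMSO and 100% = DMSO without agonist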
M5 PAM – CHRM5 positive allosteric modulation. P08912. CHO-K1 hM5, Fluo-8 calcium, ACh EC20 PAM; 0% = ACh EC20, 100% = ACh EC100. activation, % at 3 µM. 0.3% of 360,000 active;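 active = activation above the run cutoff, the mean activation of all test compounds plus 3 SD, cut at about 18% in these data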
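Probe or stimulus: acetylcholine, EC20 level; Assay system: human M5 receptor in CHO-K1 cells; Schedule: compound preincubation 140 s before EC20 acetylcholine addition; Technique: intracellular calcium via Fluo-8 fluorescence; Dosing: single-point, 3 µM nominal; Read-out basis: percent activation from peak-over-basal fluorescence ratio, scaled EC20-to-EC100 acetylcholine; Repeats: one well per compound, no replicates.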
* = called active by the depositor. The list is partial; the hit share may differ from the screen's.

Each structure is followed by: M5 ag	TAAR1 agonist	CHRM5 antagonist	CHRM1 agonist	CHRM4 agonist	CHRM1 antagonist	CHRM1 PAM	CHRM4 antagonist	M5 PAM
> O=C(OCc1ccccc1C(F)(F)F)c1cc([N+](=O)[O-])ccc1N1CCOCC1
 : -4	9	10	-4	-1	-8	7	-14	-4
> Cc1noc(C)c1CSc1nnc(-c2cccnc2)n1C1CCCCC1C (stereo unspecified)
 : -1	17	2	-1	1	0	2	6	-3
> COc1cccc(/C=N/n2cnc3cc(C)c(C)cc32)c1OC
 : 3	1	5	-3	0	5	-2	1	-4
> O=C(CN1CCCCC1)N1c2ccccc2Oc2ccccc21
 : -8	1	23	-5	1	75*	-22	37*	-22
> CCc1ccc(C(C)NC(=O)COC(=O)c2ccc(-n3cnnn3)cc2)cc1 (stereo unspecified)
 : 4	9	4	10	2	1	-3	12	-2
> CC(C)CC(NC(=O)C(COCc1ccccc1)NC(=O)OC(C)(C)C)C(=O)NN (stereo unspecified)
 : 0	7	3	-3	-2	-3	3	-4	10
> Cc1ccsc1/C=N/NC(=O)CNC(=O)c1cccc([N+](=O)[O-])c1C
 : 1	2	4	-4	1	0	5	-3	6
> COc1ccc([C@H]2C[C@H](n3cc(-c4ccc(F)cc4)nn3)[C@@H](O)CN2CC2CCCCC2)cc1
 : -1	1	-16	-4	1	-2	1	-24	4
> Cc1ccc(NS(=O)(=O)c2ccccc2)c2c1CC(C)(C)O2
 : -8	11	-3	-2	0	-3	-1	-4	2
> Cc1ccc(S(=O)(=O)Nc2cccc3c2O[C@H](CN(C)Cc2ccccc2)[C@@H](C)CN([C@H](C)CO)C3=O)cc1
 : 1	10	7	-4	4	9	-2	11	0
> Cc1cnn(C(=O)c2cc(-c3ccccc3)nc3ccccc23)c1
 : 1	3	7	4	0	-8	5	0	-5
> O=C(Nc1ccc([N+](=O)[O-])cc1)Nc1ccc2c(c1)OCCO2
 : 10	21	27	-3	22	16	-15	8	-20
> COc1cc2cc(CCOC(=O)CCCC(=O)O)oc(=O)c2cc1OC
 : 1	2	7	-4	1	-5	7	1	7
> CCOC(=O)CSc1nnc(SCCN2C(=O)c3ccccc3C2=O)s1
 : -2	4	1	-3	4	-23	7	0	-6
> CCC(Sc1nc2ccccc2c(=O)n1CCN1CCOCC1)C(=O)NCc1cccnc1 (stereo unspecified)
 : -3	9	7	-4	1	-7	9	-6	-5
> Cc1ccc(S(=O)(=O)C2(C(=O)NC3CCCCC3)CC2)cc1
 : -6	2	2	-5	0	0	1	-8	-2
> CC1CCCC(C)N1C(=O)CNCc1ccc2c(c1)OCO2 (stereo unspecified)
 : -22	71*	8	-10	0	-16	4	20	-13
> O=c1/c(=C\c2ccc3c(c2)OCO3)sc2n1CCCN=2
 : 1	3	4	-2	1	12	-1	10	-6
> Cn1nc(C(=O)NCCOc2ccccc2)c2ccccc2c1=O
 : 5	1	6	-1	3	-2	3	-3	3
> Cc1cnc(=O)[nH]c1SCC(=O)Nc1nccs1
 : -2	0	-7	4	0	-6	6	-7	7

Full records, looked up by structure.
CCC(Sc1nc2ccccc2c(=O)n1CCN1CCOCC1)C(=O)NCc1cccnc1 (stereo unspecified) in the list: M5 ag: -3; TAAR1 agonist: 9; CHRM5 antagonist: 7; CHRM1 agonist: -4; CHRM4 agonist: 1; CHRM1 antagonist: -7; CHRM1 PAM: 9; CHRM4 antagonist: -6; M5 PAM: -5
O=C(CN1CCCCC1)N1c2ccccc2Oc2ccccc21 in the list: M5 ag: -8; TAAR1 agonist: 1; CHRM5 antagonist: 23; CHRM1 agonist: -5; CHRM4 agonist: 1; CHRM1 antagonist: 75*; CHRM1 PAM: -22; CHRM4 antagonist: 37*; M5 PAM: -22

Remaining list, next part.
Each structure is followed by: M5 ag	TAAR1 agonist	CHRM5 antagonist	CHRM1 agonist	CHRM4 agonist	CHRM1 antagonist	CHRM1 PAM	CHRM4 antagonist	M5 PAM
> COc1ccc(N2C(=O)CC(NCCNc3ccc([N+](=O)[O-])cn3)C2=O)cc1 (stereo unspecified)
 : 4	1	4	1	0	-4	6	-4	-6
> Cc1ccc(-n2c(SCC(=O)NCc3ccco3)nnc2-c2cccnc2)c(C)c1
 : -1	5	0	-5	1	-5	1	-6	1
> COc1ccc([C@H]2CC(=O)C=C(c3cccc(NC(C)=O)c3)C2)cc1
 : 2	8	-2	0	6	11	0	5	0
> O=C(Nc1ccccc1)Nc1ccccc1
 : 5	39*	5	2	9	-2	-4	-7	-8
> CCN1CCc2c(OCc3ccccc3)cccc2C1=O
 : -1	0	4	-7	1	-13	5	4	2
> O=C(CN1C(=O)NC2(CCCC2)C1=O)NCc1ccc(F)cc1
 : 3	1	14	-1	1	-12	1	-1	-5
> CCOC(=O)N/N=C1\CCc2ccccc21
 : 0	5	8	-8	0	-7	11	4	-1
> O=C(COC(=O)c1ccc(O)cc1O)Nc1ccc(Cl)cn1
 : 2	4	-11	6	2	-15	3	-16	-2
> O=C(N/C(=C\c1ccc(Br)cc1)C(=O)N1CCOCC1)c1ccc([N+](=O)[O-])cc1
 : -2	0	0	-2	0	-9	11	8	3
> CCOC(=O)c1c(C)[nH]c(C(=O)CN2C(=O)NC(C)(C)C2=O)c1C
 : -3	4	-1	-2	0	13	-2	-3	4
> C=CCNc1oc(Cc2cccc3ccccc23)nc1C#N
 : 0	0	-6	-1	7	-13	11	-14	2
> COC(=O)c1c(NC(=O)CC2SC(N)=NC2=O)sc(C)c1C (stereo unspecified)
 : -4	1	-11	-5	1	1	4	-8	3
> COC(=O)CN1C(=O)[C@H]2[C@@H](C3CC3)N3C(=O)CN(Cc4ccccn4)C(=O)[C@@]3(Cc3ccccc3)[C@H]2C1=O
 : -3	0	10	7	-2	-3	20	-7	-11
> CC(C)[C@H](NC(=O)c1ccccc1Cl)C(=O)NC1CCCCCC1
 : 3	1	13	-6	12	12	-5	1	-8
> CC(C)N1C(=O)C2C(c3ccccc3O)NC(C)(C(=O)O)C2C1=O (stereo unspecified)
 : 0	0	-4	-2	0	-9	11	-5	6
> CSc1ccccc1C(=O)N1CCN(c2cccc(Cl)c2)CC1
 : 0	-1	10	-5	2	0	6	-4	2
> CN1CCN(S(=O)(=O)c2ccc(N(C)Cc3c(F)cccc3Cl)nc2)CC1
 : -3	-1	-7	-6	1	-6	8	-8	10
> CC(SCc1nc2sc3c(c2c(=O)[nH]1)CCCC3)C(=O)Nc1ccccn1 (stereo unspecified)
 : 5	4	4	-3	2	3	-3	-2	-8
> O=C(COC(=O)c1ccc(NS(=O)(=O)c2cccs2)cc1O)Nc1nc2ccccc2s1
 : 7	21	18	4	13	15	-4	-1	-21
> CC(=O)Nc1cccc(-n2nnc(SCC(=O)Nc3ccccc3)n2)c1
 : 2	3	17	-2	4	-5	4	-6	-13
> CCNC(=S)N/N=C/c1c(C)nn(-c2cccc(Cl)c2)c1Cl
 : -1	1	-7	0	0	0	2	4	10
> Cc1cccc(N/C(=N\S(=O)(=O)c2ccccc2)C(F)(F)F)c1
 : 1	16	-2	-3	1	-1	0	-10	-1
> O=C(CNC(=O)c1cccc(OC(F)F)c1)Nc1ccc(Cl)cc1
 : 1	0	-6	2	4	-13	16	-1	-1
> O=C(NCC(=O)N(Cc1cccs1)C(C(=O)NC1CCCC1)c1cccnc1)c1ccco1 (stereo unspecified)
 : -5	16	-5	-4	0	-4	-2	7	1
> CN(c1ccccc1)c1nc(N)c([N+](=O)[O-])c(N2CCOCC2)n1
 : -2	0	11	-1	4	15	-7	-1	-1
> Cc1oc(CC(C)C)c(CN)c1C(=O)O
 : 0	10	0	-2	0	-16	5	7	2
> COc1ccc(NC(=O)c2cccc(N3C(=O)C4CCC(C)CC4C3=O)c2)c(OC)c1 (stereo unspecified)
 : -1	4	23	-4	11	-2	3	9	-6
> CCCC(C(=O)OCC)P(=O)(c1ccccc1)c1ccccc1 (stereo unspecified)
 : 1	4	0	-3	0	-9	6	11	-2
> Cc1cc(NC(=O)c2cccc(S(=O)(=O)N3c4ccccc4CC3C)c2)no1 (stereo unspecified)
 : -6	-3	-6	-5	0	-19	-1	-1	4
> Cc1ccccc1NC(=O)C(Cl)=C(Cl)Cl
 : -3	-1	8	-3	0	20	-10	1	-5
> OCCN(CC(O)Cn1ccc2ccccc21)CC(O)Cn1ccc2ccccc21 (stereo unspecified)
 : -1	6	1	-3	10	2	4	4	2
> Cc1ccc(Cn2c(Sc3ncccn3)nc3c2c(=O)[nH]c(=O)n3C)cc1
 : -2	6	-7	-6	1	6	2	4	7
> O=C(N/C(=C/c1ccccc1)C(=O)N1CCCCC1)c1ccc(Br)o1
 : -3	3	8	4	4	-16	15	-8	8
> Cc1ccc(OCCCOc2cccc3cccnc23)cc1C
 : -8	15	-1	-5	2	7	-6	-10	2
> C[C@H]1COC(=O)[C@@H](Cc2ccc(F)cc2)CC/C=C/C[C@@H](CC(=O)N(CCO)Cc2ccccc2)C(=O)N1
 : 4	9	0	-6	6	-1	0	2	-13
> CN(C(=O)CSc1nnc(CNC(=O)c2ccccc2)o1)c1ccccc1
 : -2	1	-10	-2	2	9	2	4	2
> CCCOc1ccc(C(O)CCNC(CC(=O)O)c2ccccc2)cc1 (stereo unspecified)
 : -1	1	0	1	0	-4	16	-5	6
> COc1ccc(C2CC(c3ccccc3)=NN2C(=O)COC(=O)c2cccnc2)cc1 (stereo unspecified)
 : 1	1	-3	-3	1	-3	6	4	3
> CCOc1ccccc1/C=N/NC(=O)c1cccc(Cl)c1
 : -1	1	9	-4	1	4	-3	2	-4
> O=C1c2ccccc2NC(c2cccc([N+](=O)[O-])c2)N1O (stereo unspecified)
 : 0	2	10	-3	1	-12	9	2	-4
> COc1ccc(-c2ccc(CCC(=O)O)n2CC2CCCO2)cc1 (stereo unspecified)
 : 2	4	-15	-3	1	-7	3	-21	1
> CCC(C)n1ncn(-c2ccc(N3CCN(c4ccc(OC)cc4)CC3)cc2)c1=O (stereo unspecified)
 : 4	1	4	0	3	5	1	-2	-4
> CCc1ccc(C2NC(=O)c3ccccc3O2)cc1 (stereo unspecified)
 : -5	0	2	0	0	-5	10	4	4
> O=C1Nc2ncccc2OC1CCCl (stereo unspecified)
 : -2	2	-4	-4	0	-19	5	4	7
> CCOC(=O)c1c(C=O)c(C)n(Cc2ccc(C)cc2)c1C
 : -4	10	0	-3	-1	-13	10	-2	-2
> Nc1ccc(Oc2ccc(Cl)cc2)cc1
 : 0	0	0	-6	2	-10	11	1	1
> CCCOc1ccc(N2C(=O)CC(SC(=NC)Nc3ccc(F)cc3)C2=O)cc1 (stereo unspecified)
 : 0	7	-1	-2	0	-25	5	0	6
> CCOC(=O)c1ccc(NC(=O)CCS(=O)(=O)Cc2ccccc2)cc1
 : -3	20	8	0	2	0	10	-6	-3
> Cc1ccc(S(=O)(=O)N2C[C@H]3C(=O)C[C@@H](c4ccccc4)N(S(=O)(=O)c4ccc(C)cc4)[C@H]3C[C@H]2c2ccccc2F)cc1
 : 2	2	5	8	0	-6	13	4	-5
> O=C(O)CCCC(=O)N1CCOCCOCCOCCOCC1
 : -1	5	1	-1	1	-20	15	-5	-1
